Screening results (PubChem BioAssay)
Calpain2 inh = calpain II (pig) inhibition; purified calpain II, fluorogenic peptide substrate, 30 min; inhibition, % at 16 µM; 220,000 compounds, 0.37% hits; AID 1236;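 active = inhibition above about 50%, limit read from the data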
PPC-1+TRAIL kill = PPC-1 cancer cell killing with TRAIL present; PPC-1 cells + TRAIL, ATPLite viability luminescence; cell killing (% activity), % at 4 µM; 220,000 compounds, 0.41% hits; AID 1443;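 active = cell killing above 50% in the first pass at 4 µM, then a duplicate retest at 5 µM averaging 50% or more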;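 also: plate controls were cells with TRAIL plus DMSO for no effect and medium-only wells lacking cells for full effect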
thrombin 1536 = thrombin (human) inhibition; 220,000 compounds, 0.26% hits; AID 1046; alpha-thrombin, Boc-VPR-AMC fluorogenic substrate cleavage; P00734; inhibition, % at 5 µM;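 active = inhibition at or above 40%; inactive = inhibition below 40%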;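 also: 0% = enzyme with no compound and 100% = wells without enzyme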
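Material: Human alpha-thrombin protein | Buffer or medium: pH 7.5 Tris-saline with Tween 20 | Reagent: Boc-VPR-AMC substrate, 15 µM final | Schedule: Reaction at ambient temperature | Detection: AMC fluorescence at 355 nm excitation and 460 nm emission | Evaluation: Percent inhibition scaled between no-compound controls and no-enzyme blanks | Controls: no-compound enzyme wells and no-enzyme blanks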
Cl transport mod = modulates chloride dependent transport by human KCC2 | Q9H2X9 | B-score of Tl+ flux slope (higher = more flux/activation; lower = inhibition) at 10 µM | KCC2 cells, thallium flux FluoZin-2 fluorescence | 190,000 compounds, 2.2% hits | AID 1456;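 active = thallium flux slope and its plate-corrected score both differing from the plate sample mean at a set confidence after two filtering rounds, in either direction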;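 also: slope of fluorescence scaled to starting intensity during 10 to 20 s after thallium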
EBV gp42 block = EBV gp42 inhibition. Q1HVG2. Fluorescence polarization binding assay, mP read-out. inhibition, % (tested at 21.74 µM). 220,000 compounds, 0.42% hits; in the data active = inhibition above about 50%
Target sequence (Q1HVG2 whole entry, looked up): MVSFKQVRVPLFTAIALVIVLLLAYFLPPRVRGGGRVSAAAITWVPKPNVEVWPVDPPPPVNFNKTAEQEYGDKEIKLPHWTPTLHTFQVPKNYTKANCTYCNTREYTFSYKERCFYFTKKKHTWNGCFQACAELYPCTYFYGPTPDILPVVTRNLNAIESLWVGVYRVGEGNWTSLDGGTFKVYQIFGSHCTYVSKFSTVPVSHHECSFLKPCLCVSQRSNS
TRPML3 ag = agonists of human TRPML3 channel. HEK293 TRPML3-YFP, Fluo-8 calcium fluorescence; 100% = the carbachol control signal. activation, % at 3 µM. 220,000 compounds, 0.29% hits. AID 1448;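 active = activation above its plate's cutoff, the mean activation of the plate's test wells plus 3 SD, cut at about 12% in these data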;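 also: 0% = DMSO only wells and 100% = carbachol wells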
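Test system: HEK293 cells stably carrying human TRPML3-YFP; Doses: single dose, 3 µM final nominal compound, 0.3% DMSO final; Schedule: dye loading 1 h 37 °C then 30 min ambient, 125 s read; Technique: Fluo-8 calcium fluorescence; Benchmarks: high control carbachol 87 µM, low control DMSO.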
Tb hexokinase = blocks Trypanosoma brucei hexokinase 1 activity; AID 1430; recombinant TbHK1, G6PDH-coupled NADH A340; 220,000 compounds, 0.11% hits; inhibition, % at 10 µM;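 active = inhibition of 50% or more in the single-dose primary screen; inactive = inhibition below 50%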
zfTRPN1 agonist = activates the zebrafish TRPN1 channel; HEK293 zebrafish TRPN1-YFP, Fluo-8 calcium fluorescence; 100% = response to 87 µM carbachol; activation, % at 3 µM; 220,000 compounds, 0.18% hits; AID 1424;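 active = activation above its plate's cutoff, the mean activation of test wells on that plate plus 3 SD, cut at about 19% in these data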;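 also: 0% = DMSO alone and 100% = 87 µM carbachol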
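Material – zebrafish TRPN1-YFP in HEK293 cells · Doses – 3 µM single point · Schedule – dye 1 h 37 °C plus 30 min RT · Signal – Fluo-8 calcium fluorescence, excitation 470-495 nm, emission 515-575 nm · Read-out – % activation versus carbachol response · Control set – carbachol high, DMSO low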
Furin inhibitor = human furin inhibition; purified furin, fluorogenic substrate cleavage; inhibition, % at 30 µM; 220,000 compounds, 0.061% hits; AID 463115; in the data active = inhibition above about 25%; also: inactives centre near -15
Target sequence (P09958 108-714 limits assumed): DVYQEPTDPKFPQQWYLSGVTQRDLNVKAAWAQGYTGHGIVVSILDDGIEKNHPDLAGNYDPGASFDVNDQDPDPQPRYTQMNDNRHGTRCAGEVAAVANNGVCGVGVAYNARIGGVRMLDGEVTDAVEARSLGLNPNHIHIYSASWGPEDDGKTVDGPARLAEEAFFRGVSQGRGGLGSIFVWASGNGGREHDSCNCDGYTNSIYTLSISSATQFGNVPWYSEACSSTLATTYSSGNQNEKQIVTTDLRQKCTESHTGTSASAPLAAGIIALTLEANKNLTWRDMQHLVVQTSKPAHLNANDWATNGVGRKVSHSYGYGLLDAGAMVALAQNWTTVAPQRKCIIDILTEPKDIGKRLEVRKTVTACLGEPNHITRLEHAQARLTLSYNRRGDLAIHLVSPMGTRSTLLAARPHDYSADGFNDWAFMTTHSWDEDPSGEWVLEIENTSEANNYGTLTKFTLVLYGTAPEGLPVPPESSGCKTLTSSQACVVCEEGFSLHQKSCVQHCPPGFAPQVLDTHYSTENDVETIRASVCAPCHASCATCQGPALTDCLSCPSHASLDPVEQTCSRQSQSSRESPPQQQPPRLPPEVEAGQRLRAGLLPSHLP
Numbers without * were called inactive; i = inactive; · = not tested or not shown; [ ] = remark or other dose.

1: CC1OC(O[C@H]2CC[C@]3(C)C4C=C[C@]56OC[C@@]7(CC[C@@H](C)[C@H](C)C75)[C@H](O)C[C@@]6(C)[C@]4(C)CC[C@H]3C2(C)C)C(OC2OC(CO)C(O)C(O)C2OC2OCC(O)C(O)C2O)C(O)C1O (stereo partly drawn)
2: Cc1c(NC(=O)CN2C(=O)C3C4C=CC(C4)C3C2=O)c(=O)n(-c2ccccc2)n1C (stereo not drawn)
3: CN=C(Nc1ccc2c(c1)OCO2)SC1CC(=O)N(c2ccccc2)C1=O (stereo not drawn)
4: O=S(=O)(c1ccccc1)c1nc(-c2ccco2)oc1N1CCOCC1
5: O=C(O)C1CC(=O)N(c2ccc3c(c2)OCCO3)C1 (stereo not drawn)
6: COc1ccc(-c2csc(/C(C#N)=C/Nc3ccc4c(c3)OCCO4)n2)cc1
7: Cc1c(NC(=O)C(C)OC(=O)/C=C/c2ccccc2)c(=O)n(-c2ccccc2)n1C (stereo not drawn)
8: Cc1ccc(C(=O)NN2C(=O)CSC2=S)cc1

compound no.	1	2	3	4	5	6	7	8
Calpain2 inh	-52	-15	19	-10	-26	-44	4	5
PPC-1+TRAIL kill	13	19	30	1	8	0	-10	4
thrombin 1536	55*	4	-6	5	1	-2	-4	-4
Cl transport mod	39*	·	-0.001	1.3	0.39	0.21	-0.25	1.9
EBV gp42 block	6	-14	-24	-11	-15	-105	5	-13
TRPML3 ag	·	0.3	0.8	0.4	1.1	0.4	0.8	0.4
Tb hexokinase	-26	-2	23	20	8	-19	0	24
zfTRPN1 agonist	·	0.2	0.9	1.7	1.3	1.6	-0.5	1.3
Furin inhibitor	-19	-12	-26[20 µM]	-12	-4[20 µM]	-6	-13	-1

9: CCn1ncc(/C=C/C(=O)NCc2cnn(C)c2C)c1C
10: CC(=O)Nc1ccc(NC(=O)c2sc3nc4n(c(=O)c3c2C)CCCCC4)cc1
11: CN(C)C(=O)CSc1nnc(-c2cc(-c3cccs3)nc3ccccc23)o1
12: COc1cc(NC(=S)NCCN2CCOCC2)cc(OC)c1
13: CC(C)(C)c1ccc(NC(=O)COC(=O)C2=COCCO2)cc1
14: Cc1nn(Cc2ccccc2Cl)c(C)c1NC(=O)/C=C/c1cnn(C)c1
15: Cc1cc(/C=N/NC(=O)c2ccc(O)cc2)c(C)n1CC(C)C
16: N#C/C(=C\c1cn[nH]c1-c1ccc(Cl)cc1)C(=O)NCc1ccccc1

compound no.	9	10	11	12	13	14	15	16
Calpain2 inh	-2	2	i	10	4	12	-19	-14
PPC-1+TRAIL kill	10	20	19	14	-2	12	24	35
thrombin 1536	-5	-24	-3	0	2	-13	0	5
Cl transport mod	0.42	-0.18	-0.9	0.94	-0.039	0.25	-1.3	-0.0081
EBV gp42 block	7	-1	6	0	-14	15	-5	-1
TRPML3 ag	0.1	0.5	0.9	0.4	0.5	-0.1	0.1	0.0
Tb hexokinase	5	-19	2	2	5	-1	-40	-19
zfTRPN1 agonist	1.1	-0.4	1.5	0.5	0.6	-0.3	0.7	0.7
Furin inhibitor	-3[20 µM]	-8	-28	-15	-7	-14[20 µM]	-7	-12[20 µM]

17: NNC(=O)CSCc1nc(-c2ccc(Cl)cc2)cs1
18: COc1ccc(C(=O)/C=C/N(C)C)cc1OC
19: CC(=O)N1CC(C)c2scc(C)[n+]2-c2ccccc21 (stereo not drawn)
20: Cc1ccc(S(=O)(=O)N2CCCN(c3nc4cc(C)ccc4cc3C#N)CC2)cc1
21: COC(=O)c1cc(NC(=O)c2ccc(Cn3cc(Cl)cn3)o2)cc(C(=O)OC)c1
22: Cc1cc(C(=O)C(=O)O)c(C)n1-c1ccc(Cl)c(Cl)c1
23: COc1ccc(S(=O)(=O)N(CC(=O)O)c2ccccc2)cc1
24: CC1CCN(C(=O)C2CCN(S(=O)(=O)c3cc(Cl)ccc3Cl)CC2)CC1

compound no.	17	18	19	20	21	22	23	24
Calpain2 inh	9	12	-6	-2	-31	9	-19	0
PPC-1+TRAIL kill	13	-8	-4	12	27	27	-1	17
thrombin 1536	3	2	-3	1	1	1	-4	0
Cl transport mod	-0.11	0.76	0.53	0.15	·	-0.56	·	·
EBV gp42 block	-8	8	-7	-41	-20	6	-9	-11
TRPML3 ag	-0.1	0.2	0.7	1.1	0.7	0.6	0.6	0.9
Tb hexokinase	1	-40	-2	-4	-10	-8	1	-13
zfTRPN1 agonist	0.6	1.3	0.3	-1.6	1.0	0.1	1.5	4.5
Furin inhibitor	-6	-2	-11	-10[20 µM]	-16	-3	-16	-16

25: CC(=O)CC(=O)NC(=NC1CCCCC1)Nc1nc(C)cc(C)n1
26: Cc1ccc(CCN2CC(C(=O)NCCCN3CCN(C)CC3)CC2=O)cc1 (stereo not drawn)
27: N#Cc1c(N)nc(N)nc1Nc1ccc(Br)cc1
28: COc1ccc(C(=O)NC=C2C(=O)OC(C)(C)OC2=O)cc1
29: O=C(CSc1ncc(-c2ccc(F)cc2)[nH]1)N1CCCCC1
30: O=C(CNC(=O)c1cccs1)NCC(=O)OCc1cccc(Cl)c1
31: Cc1cccc2c(N=O)c(O)[nH]c12
32: Cc1ccc(S(=O)(=O)N2CCOCC2)cc1NC(=O)COC(=O)C1COc2ccccc2O1 (stereo not drawn)

compound no.	25	26	27	28	29	30	31	32
Calpain2 inh	-16	1	12	-4	8	-10	13	20
PPC-1+TRAIL kill	1	19	10	-3	14	9	0	-6
thrombin 1536	-1	-4	-4	2	-1	-3	1	-4
Cl transport mod	-1.4	·	-0.6	·	-0.56	0.58	-0.075	-0.047
EBV gp42 block	-17	-17	2	2	-3	-20	-11	-28
TRPML3 ag	0.7	1.1	-0.9	0.7	0.1	-0.3	-0.1	-0.4
Tb hexokinase	0	-3	-14	0	2	3	-11	-6
zfTRPN1 agonist	-0.1	1.2	-2.5	0.7	0.5	-1.5	0.7	2.2
Furin inhibitor	-11[20 µM]	-21	-21	-15	-21[20 µM]	-17[20 µM]	-15	-24

33: O=C(Nc1ccc2c(c1)OCO2)C1CCCN1C(=O)OCc1ccccc1 (stereo not drawn)
34: CCOC(=O)c1ccc(S(=O)(=O)Nc2ccccc2-c2nnn(CC)n2)cc1
35: Cc1c(Cl)cccc1NC(=S)N(CCCN1CCOCC1)Cc1ccco1
36: COc1ccc(S(=O)(=O)Nc2ccccc2SC)cc1C
37: COc1ccc(S(=O)(=O)N2CCCC2)cc1C(=O)N1CCOCC1
38: COc1cc(/C=C/C(=O)O)cc(S(=O)(=O)Nc2ccccc2SC)c1OC
39: Nn1c(-c2ccccc2Cl)nnc1-c1ccccc1Cl
40: COc1cccc(OC)c1C(=O)Nc1ccc(CN2CCOCC2)cc1

compound no.	33	34	35	36	37	38	39	40
Calpain2 inh	13	-2	-37	11	-6	-10	-12	-30
PPC-1+TRAIL kill	-3	11	-12	16	-8	9	25	11
thrombin 1536	-6	-8	40	-2	-6	-4	0	2
Cl transport mod	-0.012	0.75	·	·	0.39	-0.028	0.53	·
EBV gp42 block	6	-17	-3	8	-5	12	-14	-3
TRPML3 ag	0.3	2.9	0.5	0.5	0.3	0.8	0.3	1.1
Tb hexokinase	2	-1	0	9	-2	33	-15	-5
zfTRPN1 agonist	-0.7	4.6	0.4	-0.9	-0.1	0.2	-1.6	0.5
Furin inhibitor	-15	-14	-26	-18[20 µM]	-15	-7	-18[20 µM]	-24[20 µM]

41: CC(C(=O)NC(C)(C)C)N(Cc1cccs1)C(=O)CCN1CCc2ccccc21 (stereo not drawn)
42: Cc1ccc(-c2csc(N3C(=N)SCC3=O)n2)cc1
43: CCCCOC(=O)CSc1nc(N)c(C#N)c(-c2ccc(OC)cc2)c1C#N
44: O=C(O)C(Cc1ccccc1)N1C(=O)/C(=C/c2cccc3ccccc23)SC1=S (stereo not drawn)
45: O=C1CC(N2CCN(c3cccc(C(F)(F)F)c3)CC2)C(=O)N1c1ccc(F)cc1 (stereo not drawn)
46: O=C(CNC(=O)c1cc(=O)[nH]c2ccccc12)Nc1ccc(F)c(F)c1
47: COc1ccccc1Cn1c(=O)[nH]c2cccnc21
48: CCOC(=O)C1CCN(C(=O)c2ccc(Oc3cc(Cl)cc(Cl)c3)o2)CC1

compound no.	41	42	43	44	45	46	47	48
Calpain2 inh	-6	-17	-103	56*	-7	-46	10	33
PPC-1+TRAIL kill	-3	24	8	10	5	11	-12	8
thrombin 1536	2	1	-9	5	-4	0	0	-1
Cl transport mod	2.6	0.91	0.35	-7.2*	-1.6	0.41	1.1	-0.78
EBV gp42 block	0	-24	-7	11	-8	-23	-8	-25
TRPML3 ag	0.5	0.5	0.9	-0.4	1.0	1.2	-0.3	-0.3
Tb hexokinase	-2	-25	3	13	4	-7	-1	-2
zfTRPN1 agonist	-1.6	1.2	2.7	-0.8	0.7	0.3	-0.9	-2.2
Furin inhibitor	-19	-29	-29	-6[20 µM]	-24	-16	-22	-10

49: CN1CCN(C(=O)CCNC(=O)Cn2ccc3ccccc3c2=O)CC1
50: N#C/C(=C\c1ccccc1)C(=O)N(c1ccccn1)C1CCCCC1
51: O=c1c2c(nc3cc(-c4ccc(F)cc4)[nH]n13)CCCC2
52: COc1cccc(C2(O)CC(C(F)(F)F)=NN2C(=O)c2ccccn2)c1 (stereo not drawn)
53: O=C(COc1ccc(Cl)cc1)NCc1nnc(SCC(=O)Nc2ccc3c(c2)OCCO3)o1

compound no.	49	50	51	52	53
Calpain2 inh	3	-9	-4	1	-8
PPC-1+TRAIL kill	-14	59*	43	11	6
thrombin 1536	1	-8	3	-9	-3
Cl transport mod	0.083	-1.9	0.61	0.52	·
EBV gp42 block	6	3	1	-2	-15
TRPML3 ag	0.1	0.8	-0.4	0.6	0.1
Tb hexokinase	-8	-8	4	5	-1
zfTRPN1 agonist	-0.7	-0.1	0.2	-0.7	0.0
Furin inhibitor	-10[20 µM]	-23	-16	-9	-14[20 µM]
